# PolyA inhibitor: yeast polyadenylation inhibition; 0.02% of 300,000 active; S. cerevisiae SKY197-pL101 polyadenylation reporter, beta-gal luminescence; efflux-impaired pdr1/pdr3 knockout yeast; score 100 = 6 SD above DMSO; calls only at 12 µM;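 active means lowest replicate activity score at least 50, where 100 means six control SD above control mean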;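 further: yeast exposed to compound for 9 h at 30 °C; higher score means more reporter readthrough which indicates perturbed polyadenylation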
# TRPC4 agonist: TRPC4 (mouse) channel activation | B-score at 10 µM | AID 2237 | 0.49% of 310,000 active | HEK293 TRPC4beta/mu-opioid, Fluo4 calcium fluorescence; hits give high values | Q9QUQ5;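 active means B-score above 5 SD of library B-scores, and initial fluorescence ratio not above library mean plus 5 SD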;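 further: positive B-score marks a calcium rise read as TRPC4 activation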
#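 Assay system: HEK293 cells stably co-expressing mouse TRPC4beta and mu-opioid receptor / Timing: Fluo4 dye loading 45 min at room temperature, 110 s recording / Signal: Fluo4 calcium-sensitive dye fluorescence, kinetic, 1 Hz baseline / Read-out: integrated baseline-normalised fluorescence ratio, converted to per-well B score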
# hERG protect: shields human hERG channel from block by proarrhythmic agents. activation (rescue from dofetilide block), less the hit threshold, % at 10 µM. CHO-hERG, FluxOR thallium flux, dofetilide IC70 present. 0.51% of 310,000 active. AID 1511. Q12809;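 active means activation above the mean of controls blocked by dofetilide plus 5 SD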;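 further: thallium influx through hERG after potassium depolarization seen as dye fluorescence rise; in these data hits start at about 4.7%; inactives centre near -7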
# DYRK1A inh: blocks rat Dyrk1A kinase activity; ADP-Glo luminescence, NFATc1 peptide; inhibition, % at 12.5 µM; 0.43% of 310,000 active; AID 504441; in the data active means inhibition above about 50%;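 further: plate controls were vehicle with enzyme for no effect and no enzyme for full effect; many of its hits are not listed in these tables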
# TRPC4 inh: blocks the mouse TRPC4 cation channel; Q9QUQ5; HEK293 TRPC4beta/mu-opioid, DAMGO-evoked Fluo4 calcium flux; hits give low values; B-score at 10 µM; 0.39% of 300,000 active;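 active means B-score over 3 SD under the library average, no early fluorescence shift, positive overall ratio signal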
#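 Test system – stable TRPC4beta/mu-opioid receptor HEK293 cells · Probe or stimulus – DAMGO, a submaximal dose followed by a maximal one · Dosing – one concentration per compound · Signal – Fluo4 calcium fluorescence by kinetic imaging, 5 s 1 Hz baseline · Evaluation – per-well B score of integrated baseline-normalized Fluo4 ratio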
# TRPC4 PAM: TRPC4 (mouse) allosteric potentiation; HEK293 TRPC4beta/mu-opioid, DAMGO EC20, Fluo-4 Ca2+ flux; hits give high values; B-score at 10 µM; 0.42% of 310,000 active; AID 2227;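 active means B-score of calcium response area above 5 SD of library B-scores, with initial fluorescence ratio within 5 SD of library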;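 further: B-score of integrated fluorescence ratio over time as area under calcium response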
# KCNK3 inh: human KCNK3 channel inhibition, primary screen. O14649. CHO-KCNK3 thallium flux, FluxOR fluorescence; hits give low values. B-score at 10 µM. 0.84% of 340,000 active. AID 602410;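 active means B-score under library mean minus 4 SD, starting fluorescence ratio at most library mean plus 5 SD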;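 further: more negative B-score means stronger inhibition of thallium flux through KCNK3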
# Target sequence (O14649 whole entry, looked up): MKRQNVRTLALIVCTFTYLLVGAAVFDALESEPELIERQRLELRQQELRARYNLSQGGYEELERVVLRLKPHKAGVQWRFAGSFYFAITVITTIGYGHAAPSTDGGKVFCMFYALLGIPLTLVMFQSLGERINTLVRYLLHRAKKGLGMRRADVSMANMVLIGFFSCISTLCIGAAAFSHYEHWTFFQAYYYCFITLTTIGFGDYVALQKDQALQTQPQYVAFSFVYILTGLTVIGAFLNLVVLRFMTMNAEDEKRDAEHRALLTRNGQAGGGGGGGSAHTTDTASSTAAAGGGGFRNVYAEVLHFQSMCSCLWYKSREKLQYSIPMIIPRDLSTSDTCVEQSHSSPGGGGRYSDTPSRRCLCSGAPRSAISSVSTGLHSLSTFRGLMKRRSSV
# KCNQ1 pot: potentiates or activates the human KCNQ1 potassium channel. P51787. CHO-K1 KCNQ1, thallium flux FluxOR fluorescence; hits give high values. AID 2648. B-score at 10 µM. 0.35% of 310,000 active;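 active means fluorescence ratio B-score, a plate-corrected score, at least three library SD, with initial intensity B-score within 5 SD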
#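 Doses: Single concentration per compound, DMSO matched to controls | Test system: KCNQ1-transfected CHO-K1 cells | Timing: 90 min dye loading and 20 min compound exposure, both at room temperature | Measured by: Kinetic FluxOR thallium fluorescence, 10-s 1-Hz baseline, 110-s post-stimulus read | Medium: Assay buffer with matched DMSO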
# KCNQ1 block: inhibitors of human KCNQ1 potassium channel | B-score at 10 µM | AID 2642 | CHO-K1 KCNQ1, FluxOR thallium flux fluorescence; hits give high values | 1.3% of 310,000 active | P51787;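 active means compounds whose thallium flux B-score, printed positive for inhibition, exceeds three library SD while starting fluorescence stays within three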;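 further: channel opened by potassium depolarization with thallium stimulus after 20 min compound exposure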
# KCNK9 block: inhibitors of human KCNK9 two-pore domain potassium channel; Q9NPC2; HEK293 KCNK9, FluxOR thallium flux fluorescence; hits give low values; B-score at 10 µM; 1.2% of 310,000 active; AID 488922;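 active means ratio B-score over 3 SD below the library mean, with starting fluorescence within 5 SD of its mean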;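 further: negative B-score means less thallium flux so channel inhibition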
# Target sequence (Q9NPC2 whole entry, looked up, the tested form may be a part): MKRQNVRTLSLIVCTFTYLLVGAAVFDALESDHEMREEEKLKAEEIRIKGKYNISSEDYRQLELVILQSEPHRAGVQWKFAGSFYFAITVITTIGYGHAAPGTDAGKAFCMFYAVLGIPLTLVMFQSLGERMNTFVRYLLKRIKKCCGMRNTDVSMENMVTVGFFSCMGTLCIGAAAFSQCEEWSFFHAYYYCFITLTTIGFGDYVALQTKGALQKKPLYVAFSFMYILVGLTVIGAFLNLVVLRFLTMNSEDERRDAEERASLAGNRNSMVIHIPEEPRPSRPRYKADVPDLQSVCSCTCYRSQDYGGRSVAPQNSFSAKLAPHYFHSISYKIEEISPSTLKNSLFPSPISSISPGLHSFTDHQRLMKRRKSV
# Platelet DG rel: platelet dense granule release activity | human platelet-rich plasma, SFLLRN dense granule ATP release, luminescence | inhibition, %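 (compounds screened at 7.5 µM in platelet-rich plasma)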 | 0.22% of 300,000 active | AID 1663;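 active means mean replicate score, as percent of positive control, at or above 50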
# The depositor's hits bear a star; i = inactive; x = not tested or not shown. Only part of the results is shown; count on the stated rates, not on these rows.
SMILES,PolyA inhibitor,TRPC4 agonist,hERG protect,DYRK1A inh,TRPC4 inh,TRPC4 PAM,KCNK3 inh,KCNQ1 pot,KCNQ1 block,KCNK9 block,Platelet DG rel
Cc1ccccc1OCCC(=O)N(CC(=O)Nc1ccccc1C(F)(F)F)Cc1ccco1,i,i,-8.4,-0.8,i,i,i,i,i,i,-10.9
O=C(O)c1ccc(Nc2nc(-c3cccnc3)nc3ccccc23)cc1,i,i,-12.7,x,i,i,x,i,i,i,-15.2
O=S(=O)(c1ccc(Br)s1)N1CCc2ccccc2C1,i,i,0.3,27.9,i,i,i,i,i,i,-3.2
COc1ccc(/C=N/NS(=O)(=O)c2ccc(C)cc2)cc1,i,i,-3.3,8.7,i,i,i,i,i,i,20.9
Cc1ccc2c(c1)N(C(=O)c1ccco1)C(C)(C)c1ssc(=S)c1-2,i,i,-0.9,10.4,i,i,i,i,i,-8.26*,-1.9
CCCCOCCCNC(=O)c1cccs1,i,i,-0.9,-9.9,i,i,i,i,i,i,0.6
Cc1ccc(NC(=O)C(C)S)cc1 (centres undefined),i,i,-7.2,-10.1,i,i,i,i,i,i,-2.2
Cn1c(N)c(S(=O)(=O)NCc2ccccc2)c(=O)n(C)c1=O,i,i,-5.8,4.1,i,i,i,i,i,i,-13.7
O=C(O)CSCC(=O)Nc1ccc(S(=O)(=O)N2CCCCC2)cc1,i,i,-4.8,-2.9,i,i,i,i,i,i,-1.7
COc1ccc(Cl)cc1NC(=O)CN(C)CC(=O)Nc1ccc(Br)cc1,i,i,-8.9,x,i,i,i,i,i,i,1.8
Cc1ccc(-c2csc(NC(=S)NC(=O)c3cccs3)n2)cc1,i,i,-3.3,-3.9,i,i,i,i,i,i,22.3
Cc1ccc(OCCC(=O)N(CCC(C)C)c2c(N)n(Cc3ccccc3)c(=O)[nH]c2=O)cc1,i,i,-17.8,13.2,i,i,i,i,i,i,-1.4
CC(C)Cn1c(SC(C)C(=O)Nc2ccc(N3CCOCC3)cc2)nc2ccccc21 (centres undefined),i,i,-14.8,-0.7,i,i,i,i,i,i,12.1
CN1CCN(C(=O)CCc2nc3ccccc3c(=O)[nH]2)CC1,i,i,-3.2,4.6,i,i,i,i,i,i,-1.5
CCOC(=O)CN(C(=O)CNC(=O)c1cccs1)C(C(=O)NC1CCCCC1)c1cccnc1 (centres undefined),i,i,-7.9,-1.9,i,i,i,i,i,i,3.4
O=C(CN(Cc1ccc(F)cc1)C(=O)c1csnn1)NC1CCCC1,i,i,-8.3,0.6,i,i,i,i,i,i,-7.5
CC1=CCC2([N+](=O)[O-])CN(CC(=O)O)CC1([N+](=O)[O-])C2 (centres undefined),i,i,-3.9,0.1,i,i,i,i,i,i,0.9
COc1ccc(CN(C(=O)c2ccc3c(c2)OCCO3)C(C(=O)NC2CCCCC2)c2ccc3ncccc3c2)cc1 (centres undefined),i,i,-12.8,0.7,i,i,i,i,i,i,0.2
CCCS(=O)(=O)n1nc(-c2ccccc2)cc1N,i,i,-13.5,2.5,i,i,i,i,i,i,9.4
COc1cc(CCCN2C(=O)C(=O)NC[C@@H]2C(C)O)cc(OC)c1OC (some centres undefined),i,i,-8.6,-5.0,i,i,i,i,i,i,-3.6
CCCNc1nc(OCC(F)(F)F)nc(OCC(F)(F)F)n1,i,i,0.6,4.2,i,i,i,i,i,i,-2.8
CC(=O)c1c(C)[nH]c(C(=O)Nc2nccs2)c1C,i,i,-2.8,15.5,i,i,i,i,i,i,-11.7
CN(CC(=O)NC1CCCCC1)S(=O)(=O)c1ccc2c(c1)c(=O)n(C)c(=O)n2C,i,i,-8.5,-2.1,i,i,i,i,i,i,-4.8
CCOC(=O)c1ccc(NC(=O)CN(C)S(=O)(=O)c2ccc(OC)cc2)cc1,i,i,-1.0,-6.2,i,i,i,i,i,i,2.2
O=C(Nc1ccc2c(c1)CCC2)Nc1ccccc1Cl,i,i,-12.9,-4.7,i,i,i,i,i,i,13.4

# Continued:
SMILES,PolyA inhibitor,TRPC4 agonist,hERG protect,DYRK1A inh,TRPC4 inh,TRPC4 PAM,KCNK3 inh,KCNQ1 pot,KCNQ1 block,KCNK9 block,Platelet DG rel
CC(=O)c1ccc(NC(=O)C(C)OC(=O)CCN=C2NS(=O)(=O)c3ccccc32)cc1 (centres undefined),i,i,-12.9,5.0,i,i,i,i,i,i,17.1
O=C1CC(C(=O)O)C2(CCCC2)O1 (centres undefined),i,i,-9.5,0.1,i,i,i,i,i,i,-5.5
COC(=O)c1ccccc1NC(=O)CCCCCn1nnc2ccccc2c1=O,i,i,-6.4,0.2,i,i,i,i,i,i,0.4
Cc1csc(NC(=O)CN2CCCCCC2)n1,i,i,-9.5,6.0,i,i,i,i,i,i,1.7
COc1ccc(NC(=O)CCNC(=O)c2ccco2)cc1S(=O)(=O)N(C)C,i,i,-4.1,-2.2,i,i,i,i,i,i,4.4
Cc1ccc(C)c(N2CCN(C(=O)CCCCCn3c(=S)[nH]c4ccc(N5CCOCC5)cc4c3=O)CC2)c1,i,i,-26.0,-0.7,i,i,i,i,i,i,3.0
CC(C)CCNC(=O)C1CC(c2ccc(C(F)(F)F)cc2)=NO1 (centres undefined),i,i,-3.6,-2.8,i,i,i,i,i,i,6.6
Cc1nn(-c2ccccc2)c(C)c1[N+](=O)[O-],i,i,-1.2,-0.5,i,i,i,i,i,i,2.2
CC1(C)CC(=O)C(C=Nc2ccc3c(c2)OCO3)=C(O)C1,i,i,-1.9,-5.4,i,i,i,i,i,i,0.6
CC(C)C(=O)Nc1cccc(C(=O)NCCc2ccc(S(N)(=O)=O)cc2)c1,i,i,-10.1,-0.5,i,i,i,i,i,i,-20.4
CNC(=O)N/N=C(\N)c1ccccn1,i,i,-6.5,x,i,i,i,i,i,i,x
Cc1cnc(C(=O)Nc2ccc(N3CCCCC3)cc2)cn1,i,i,-4.6,7.7,i,i,i,i,i,i,1.9
O=C([C@H](O)c1ccccc1)N1CCC[C@H]1CO,i,i,-2.2,0.1,i,i,i,i,i,i,12.5
CC(=O)c1c(C)oc2ccc(NS(=O)(=O)c3ccc(O)c(C(=O)O)c3)cc12,i,i,-5.1,2.7,i,i,i,i,i,i,-1.6
NNC(=O)c1cc2ccccc2[nH]1,i,i,-19.2,x,i,i,i,i,i,i,1.6
Fc1cccc(/C=N/NC(=S)Nc2ccccc2Cl)c1,i,i,6.8*,-7.8,i,i,i,i,i,i,3.6
CSc1cccc(NC(=O)CSc2ccc(Cl)cc2)c1,i,i,-9.1,-0.1,i,i,i,i,i,i,1.5
COc1ccc(-c2cc(C(=O)Nc3ccc(Cl)cc3Cl)c3ccccc3n2)cc1OC,i,i,-6.9,5.3,i,i,i,i,i,i,-14.3
O=C(/C=C/c1ccc(Cl)cc1)N1CCOCC1,i,i,-3.6,-1.1,i,i,i,i,i,i,-7.3
CN(C)CCCN=Cc1c(O)n(Cc2ccccc2)c(=O)c2ccccc12,i,i,-11.1,11.1,i,i,-11.5*,i,i,-7.2*,-8.4
COc1ccc(NC(=S)NC(=O)c2cncc(Br)c2)c(OC)c1,i,i,-3.0,-1.9,i,i,i,i,i,i,-1.0
COC(=O)c1ccc(NC(=O)C2CC2)o1,i,i,-8.4,-2.3,i,i,i,i,i,i,1.0
CCN(C(=O)c1cccnc1)c1ccccc1,i,i,-5.5,-2.0,i,i,i,i,i,i,3.3
CCNc1nc(NC(C)(C)C)nc(N2CCCC2)n1,i,i,-14.8,-5.2,-8*,i,i,i,i,i,3.2
Cc1ccccc1-c1cccc(CN2CCN(C)C(CCO)C2)c1 (centres undefined),i,i,-6.1,1.5,i,i,i,i,i,i,-3.9

# Exported with values under each structure: 2 of the compounds above.
# Values run as follows: PolyA inhibitor, TRPC4 agonist, hERG protect, DYRK1A inh, TRPC4 inh, TRPC4 PAM, KCNK3 inh, KCNQ1 pot, KCNQ1 block, KCNK9 block, Platelet DG rel
- COC(=O)c1ccc(NC(=O)C2CC2)o1
    i, i, -8.4, -2.3, i, i, i, i, i, i, 1.0
- CCN(C(=O)c1cccnc1)c1ccccc1
    i, i, -5.5, -2.0, i, i, i, i, i, i, 3.3

# (continued)
SMILES,PolyA inhibitor,TRPC4 agonist,hERG protect,DYRK1A inh,TRPC4 inh,TRPC4 PAM,KCNK3 inh,KCNQ1 pot,KCNQ1 block,KCNK9 block,Platelet DG rel
COCCCN1C(=O)C(O)=C(C(=O)c2ccc(C)o2)C1c1cccc(Br)c1 (centres undefined),i,i,-10.5,-6.3,i,i,i,i,i,i,-3.8
COCCn1c(SCC(=O)c2c[nH]c3ccccc23)nnc1-c1ccncc1,i,i,-4.2,-5.2,i,i,i,i,i,i,4.8
COC(=O)c1sccc1NC(=O)c1ccccc1,i,i,-10.9,3.2,i,i,i,i,i,i,1.7
O=C1CCC(C(=O)N(CCO)Cc2ccccc2)CN1CC1CCCCC1 (centres undefined),i,i,-11.0,-1.4,i,i,i,i,i,i,-2.8
CO/N=C/c1ccc(Sc2ccc(C)cc2)c([N+](=O)[O-])c1,i,i,-8.4,-0.2,i,i,i,i,i,i,0.3
COC(=O)C(CC(C)C)NC(=O)c1cccs1 (centres undefined),x,i,-6.0,x,i,i,i,i,i,i,x
O=C(CN1C(=O)C2CCCCC2C1=O)N1CCN(c2ccc(F)cc2)CC1 (centres undefined),i,i,-7.8,-2.5,i,i,i,i,i,i,-3.6
C=CCn1c(N2CCOCC2)nc2c1c(=O)[nH]c(=O)n2C,i,i,-9.3,-0.8,i,i,i,i,i,i,0.8
Cc1cccc2nc(CSc3nc4[nH]ncc4c(=O)n3-c3ccccc3Cl)cc(=O)n12,i,i,-14.6,-4.0,i,i,i,i,i,i,-1.4
O=C(OC(C(=O)NCc1cccs1)c1ccccn1)c1cccs1 (centres undefined),i,i,-6.2,-2.2,i,i,i,i,i,i,-0.7
CC(C)(C)NC(=O)C(=O)NNC(=O)c1ccccc1Br,i,i,-4.8,-3.8,i,i,i,i,i,i,0.1
Cc1ccc(S(=O)(=O)Nc2ccc(SC(F)F)cc2)c(C)c1,i,i,-9.6,x,i,i,i,i,6*,i,15.2

# Copied from the results shown for reference:
SMILES,PolyA inhibitor,TRPC4 agonist,hERG protect,DYRK1A inh,TRPC4 inh,TRPC4 PAM,KCNK3 inh,KCNQ1 pot,KCNQ1 block,KCNK9 block,Platelet DG rel
CC(C)(C)NC(=O)C(=O)NNC(=O)c1ccccc1Br,i,i,-4.8,-3.8,i,i,i,i,i,i,0.1
Cc1ccc(S(=O)(=O)Nc2ccc(SC(F)F)cc2)c(C)c1,i,i,-9.6,x,i,i,i,i,6*,i,15.2
